High-throughput results deposited in PubChem by several laboratories.
CR mimetic SO: caloric restriction mimetics inhibiting age-related superoxide in yeast. superoxide response (% of plate mean), % at 10 µM. S. cerevisiae aged cells, superoxide DHE fluorescence; active compounds read low. 0.18% of 330,000 active;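 active means superoxide response under a set limit, about three screen SD below normal, cut at about 65% in these data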;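 further: yeast aged for seven days with compound at 30 °C before DHE staining; 100% = average MFI of all compound-treated wells on the plate with controls excluded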
Efflux pump mplx: inhibitors of Candida antifungal efflux pumps expressed in yeast. 0.44% of 330,000 active. S. cerevisiae Candida pump triplex, Nile Red efflux. inhibition, % at 10 µM;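 active means plate passing quality check with inhibition over a set limit, or well fluorescence over plate mean plus 4 SD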;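 further: Nile Red retained in pooled yeast measured as flow cytometry median fluorescence; 0% = buffer negative control and 100% = Enniatin B positive control; higher means more Nile Red kept so more efflux inhibition; some compounds called inactive have numbers as strong as hits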
AGP1 TOR yeast: modulators of TOR pathway AGP1-GFP in S. cerevisiae. GFP response vs DMSO, % at 10 µM. S. cerevisiae AGP1-GFP multiplex flow cytometry, 3 h; GFP as percent of DMSO wells. AID 2066. 0.02% of 320,000 active;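 active means GFP response relative to DMSO above a set limit, near screen average plus 3 SD, cut at about 150% in these data; inconclusive means fewer than 70 cells counted for the yeast strain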;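 further: median GFP channel fluorescence of the gated AGP1 strain per well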
LAP4-GFP MLPCN: yeast TOR pathway LAP4-GFP modulation. GFP response vs DMSO, % at 10 µM. S. cerevisiae LAP4-GFP multiplex, flow cytometry GFP, 3 h; median GFP as percent of DMSO wells. 0.34% of 320,000 active;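 active means GFP response vs DMSO above a set limit, about the screen mean plus 3 SD, cut at about 150% in these data; inconclusive means under 70 cell events counted for the yeast strain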
MEP2-GFP yeast: yeast TOR pathway MEP2-GFP modulation; GFP response vs DMSO, % at 10 µM; S. cerevisiae MEP2-GFP strain, flow cytometry GFP, 3 h; 100% = DMSO control level; 0.51% of 330,000 active;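 active means GFP response versus DMSO above a set limit, roughly screen mean plus 3 SD, cut at about 180% in these data; inconclusive means fewer than 70 cells counted for a yeast strain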;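 further: median GFP fluorescence of the barcode-gated MEP2-GFP cells per well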
AHR activator: activates the human aryl hydrocarbon receptor | P35869 | AHR-responsive luciferase reporter cells, luminescence | activation, % at 5 µM | 2.5% of 320,000 active; in the data active means activation above about 47%;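 further: 0% = vehicle wells and 100% = reference agonist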
Target sequence (P35869 whole entry, looked up): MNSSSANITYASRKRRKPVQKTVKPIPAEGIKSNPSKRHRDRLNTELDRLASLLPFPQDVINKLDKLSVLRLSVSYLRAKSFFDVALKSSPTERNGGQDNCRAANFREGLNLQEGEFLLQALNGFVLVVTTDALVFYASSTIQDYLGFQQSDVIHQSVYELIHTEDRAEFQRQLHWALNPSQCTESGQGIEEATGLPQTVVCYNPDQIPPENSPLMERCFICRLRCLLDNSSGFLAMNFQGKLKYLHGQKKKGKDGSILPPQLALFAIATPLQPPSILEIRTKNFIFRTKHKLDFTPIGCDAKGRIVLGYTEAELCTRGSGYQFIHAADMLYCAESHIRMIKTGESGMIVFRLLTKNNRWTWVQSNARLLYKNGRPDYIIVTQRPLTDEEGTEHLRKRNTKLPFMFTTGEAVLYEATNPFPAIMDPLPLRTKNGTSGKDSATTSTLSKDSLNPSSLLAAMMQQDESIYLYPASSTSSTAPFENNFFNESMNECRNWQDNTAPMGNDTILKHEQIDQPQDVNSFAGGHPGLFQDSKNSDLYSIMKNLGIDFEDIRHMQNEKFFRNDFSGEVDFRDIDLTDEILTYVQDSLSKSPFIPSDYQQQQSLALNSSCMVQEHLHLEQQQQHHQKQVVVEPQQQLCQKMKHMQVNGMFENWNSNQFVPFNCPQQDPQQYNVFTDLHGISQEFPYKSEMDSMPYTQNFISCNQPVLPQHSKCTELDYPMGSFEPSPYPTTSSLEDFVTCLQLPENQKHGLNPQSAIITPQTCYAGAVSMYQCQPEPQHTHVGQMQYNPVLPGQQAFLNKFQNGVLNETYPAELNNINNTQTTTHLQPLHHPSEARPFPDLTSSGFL
CIT2 TOR yeast: alters CIT2-GFP fluorescence in TOR pathway yeast screen; GFP response vs DMSO, % at 10 µM; AID 2029; S. cerevisiae CIT2-GFP strain, flow cytometry, 3 h; 100 means same as DMSO wells; 0.065% of 320,000 active;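 active means GFP response relative to DMSO above a set limit, near the screen mean plus 3 SD, cut at about 150% in these data; inconclusive means Fewer than 70 cells measured for a yeast strain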;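 further: ratio of well median GFP fluorescence to mean of DMSO wells on the plate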
RPL19A-GFP yeast: modulators of TOR pathway RPL19A-GFP in S. cerevisiae | 0.3% of 330,000 active | percent response vs DMSO, % at 10 µM | S. cerevisiae RPL19A-GFP strain, flow cytometry, 3 h; active compounds read low;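 active means percent response vs DMSO below 50%; inconclusive means fewer than 70 events counted for the yeast strain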;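 further: median channel GFP fluorescence of the barcoded RPL19A-GFP strain; ratio of sample median GFP to plate DMSO average so 100% = DMSO; lower means less RPL19A-GFP as with rapamycin TOR inhibition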
* hit, by the source's call; ? = inconclusive; . = no result given; [ ] = another dose, or the depositor's remark.

molecule,CR mimetic SO,Efflux pump mplx,AGP1 TOR yeast,LAP4-GFP MLPCN,MEP2-GFP yeast,AHR activator,CIT2 TOR yeast,RPL19A-GFP yeast
Nc1nnc(/C=C/c2ccccc2)s1,100,-0.1,97,111,107,1,95,99
N#CCC(=O)Nc1ccc(C(=O)OCC(=O)N2CCCC2=O)cc1,95,-0.1,104,105,100,2,107,103
Oc1ccccc1C=NC1=NN(c2cccc(C(F)(F)F)c2)CC1,91,0.1,106,108,109,2,104,101
CCOC(=O)c1cnn(CCOC(=O)C2CC2)c1NC(=O)C1CC1,100,-1.1,93,95,105,3,97,95
Cc1[nH][nH]c(=O)c1C(c1ccc(-c2ccccc2C(=O)O)o1)c1c(C)[nH][nH]c1=O,102,0.0,.,100,95,2,91,93
COc1ccc(CCNC(=O)CCNS(=O)(=O)c2ccc3c(c2)CCN3C(C)=O)cc1OC,113,0.0,101,98,103,0,99,98
O=C(N/N=C/c1ccccn1)c1cccs1,121,-0.1,104,97,103,5,104,109
CC(C)(C)n1nc(-c2ccc(Cl)cc2)c2c(N)ncnc21,50*,0.1,83,182*,106,4,43,43*
CCCCC(=O)Nc1ccc(NC(=S)NC(=O)c2ccco2)cc1OC,118,0.2,102,101,89,10,94,93
CC(=O)OCC1(C)CN(c2ccccc2)NC1=O (stereo not drawn),90,-0.1,105,98,101,3,98,102
O=C(CN1C(=O)COc2ccccc21)NCCN1CCOCC1,91,-0.1,101,101,103,-1,105,99
COc1cc(CCC(=O)N2CCN(c3ccccc3Cl)CC2)cc(OC)c1OC,97,0.1,99,88,101,.,95,102
Cc1ccc(CONC(=O)c2ccccc2)cc1,100,0.1,99,112,99,0,90,96
CC(=O)Cc1nsc(NC(=O)c2csc3c2CCCC3)n1,145,0.2,87,106,98,0,77,92
COc1cc(C(=S)N2CCCC2)cc(OC)c1O,99,-0.3,85,101,91,1,96,92
Cc1ccccc1NC(=O)C1CCCN(C(=O)Nc2ccc(F)cc2)C1 (stereo not drawn),96,0.1,107,105,103,0,105,104
N#CC[n+]1cc(-c2ccc(Cl)cc2)n2c1CCC2,104,0.1,107,92,103,6,109,102
Cc1nc(C(=O)NCc2ccccc2)sc1C1(C)CC(c2ccccc2)=NO1 (stereo not drawn),102,0.2,95,94,91,1,93,96
Cc1nnc(SCC(=O)N2c3ccccc3C(C)(c3ccc(Cl)cc3)CC2(C)C)s1 (stereo not drawn),102,-0.2,105,103,112,0,115,107
Cc1c(Cc2ccccc2)c(=O)oc2c(C)c(OC(C)C(=O)NCC3CCC(C(=O)O)CC3)ccc12 (stereo not drawn),104,-0.2,105,109,100,0,99,100
CC1CCCN(C(=O)CCNS(=O)(=O)c2ccc3c(c2)c(=O)n(C)c(=O)n3C)C1 (stereo not drawn),95,-0.1,92,92,104,1,94,97
COC(=O)c1ccc(Oc2nc(Nc3ccccc3)nc(N(C)C)n2)cc1,100,0.0,101,93,96,0,91,98
CCOC(=O)N1CCN(C(=O)COc2ccc3c(c2)C(=O)CC2(CCN(C(C)=O)CC2)O3)CC1,127,0.1,100,102,101,-2,98,.
Cc1cc(N2CCC(C)CC2)nc(-c2ccccc2O)n1,91,0.1,99,100,96,8,100,99
CCOc1cc2[nH]c(=S)n(Cc3ccc(C(=O)NCCOC)cc3)c(=O)c2cc1OCC,98,0.1,107,102,103,5,100,104
Cc1cc(CNC(=O)Cc2ccc(F)cc2)c2ccccc2n1,102,-0.1,110,115,115,3,101,100
CCCc1cc(Nc2c(C)n(C)n(-c3ccccc3)c2=O)n2c(nc3ccccc32)c1C#N,89,0.1,95,103,121,6,90,93
Cc1ccc(S(=O)(=O)N2CCN(C)CC2)cc1,114,0.1,104,90,106,0,102,106
CCCn1c(SCC(=O)N2CCN(C(C)=O)CC2)nc2sc3c(c2c1=O)CCC3,107,0.1,96,91,93,-1,92,94
Cc1sc2ncn(CC(=O)N3CCC(C(N)=O)CC3)c(=O)c2c1S(=O)(=O)N1CC(C)CC(C)C1 (stereo not drawn),98,-0.1,104,95,103,-1,104,106
Oc1ccc(/C=N/Nc2nccnc2Cl)cc1,97,0.2,106,.,100,24,88,100
Cc1nnc(NCCN2CCOCC2)[nH]c1=O,94,-0.2,110,104,100,-2,100,107

3 compounds drawn at random from the list so far:
molecule,CR mimetic SO,Efflux pump mplx,AGP1 TOR yeast,LAP4-GFP MLPCN,MEP2-GFP yeast,AHR activator,CIT2 TOR yeast,RPL19A-GFP yeast
CCOc1cc2[nH]c(=S)n(Cc3ccc(C(=O)NCCOC)cc3)c(=O)c2cc1OCC,98,0.1,107,102,103,5,100,104
CCCc1cc(Nc2c(C)n(C)n(-c3ccccc3)c2=O)n2c(nc3ccccc32)c1C#N,89,0.1,95,103,121,6,90,93
CCCn1c(SCC(=O)N2CCN(C(C)=O)CC2)nc2sc3c(c2c1=O)CCC3,107,0.1,96,91,93,-1,92,94

Later entries:
molecule,CR mimetic SO,Efflux pump mplx,AGP1 TOR yeast,LAP4-GFP MLPCN,MEP2-GFP yeast,AHR activator,CIT2 TOR yeast,RPL19A-GFP yeast
Cc1nonc1NC(=O)CSc1nnc(-c2ccoc2C)n1C,96,-0.1,104,107,119,-7,95,103
Cc1ccc(N2CC(C(=O)NCc3ccc4c(c3)OCO4)CC2=O)cc1C (stereo not drawn),99,0.1,35,89,106,1,86,77
O=C(CSc1ccccn1)Nc1ccc(NC(=O)CSc2ccccn2)cc1,90,0.1,98,97,110,4,103,102
CCOC(=O)c1ccc2c(c1)nc(SCC(=O)c1cc3ccccc3o1)n2CC,107,0.0,101,102,101,45,93,98
Cc1cc(C)c(C)c(S(=O)(=O)N2CCN(CC(=O)Nc3sccc3C#N)CC2)c1C,96,-0.3,93,95,106,2,92,90
CCNC(=O)c1c(O)c2ccccc2[nH]c1=O,79,-0.1,21[may fluoresce violet],113[may fluoresce violet],145[may fluoresce violet],1,?,74[may fluoresce violet]
Cc1ccc(C(=O)COC(=O)c2ccc3c(c2)C(=O)N(c2cccc4ncccc24)C3=O)cc1C,108,0.3,86,95,97,-1,94,88
COc1ccc(C2CC(C)(c3ccc(OC)cc3)Nc3ccccc3N2)cc1 (stereo not drawn),95,-0.1,101,107,96,5,93,97
N#Cc1c(Cl)nsc1NC(=O)c1ccccc1,114,-0.2,94,121,92,6,98,102
COC(c1ccccc1)c1nnc(CCC(=O)N2CCN(C3CCCC3)CC2)o1 (stereo not drawn),101,0.3,94,93,98,5,93,101
Cn1c(CO)cnc1SCc1ccccc1,114,0.1,100,92,96,0,92,99
CCN(CC(=O)Nc1c(F)cccc1F)C(=O)CCCNC(=O)c1ccc(Cl)cc1,103,-0.1,94,95,94,-2,99,90
O=C(Nc1nc(-c2ccccc2)ns1)c1ccncc1,97,0.1,96,101,92,14,94,99
CC(NC(=O)COc1ccccc1)C(=O)N1CCN(c2ccc(F)cc2)CC1 (stereo not drawn),93,0.2,105,112,99,2,89,100
O=C(O)c1ccc2ccc3ccccc3c2c1,78,0.0,104,139,205*,-2,110,91
COc1ccccc1CC(=O)Nc1ccc(O)cc1C(=O)O,107,-0.1,102,101,101,13,106,99
O=C(NC1CCCC1)c1cnn2c(C(F)(F)F)cc(-c3ccco3)nc12,94,0.0,88,111,102,7,90,98
CC(C)(C)OC(=O)CNC(=O)c1nc[nH]c1C(=O)N1CCN(c2ccccc2)CC1,101,-0.1,84,126,89,-2,88,98
CCOc1cc(/C=N\O)cc(Cl)c1OCC,71,1.9,86,87,94,1,88,92
O=C(CCc1ccccc1)NNC(=O)c1ccc(Br)cc1,108,0.0,108,103,103,-1,106,104
COc1ccc(-n2nc(C(=O)NCC(=O)NCCCN3CC(C)CC(C)C3)c3ccccc3c2=O)cc1OC (stereo not drawn),97,0.1,100,104,98,-1,103,97
Cc1cc(C(=O)O)c(C)n1-c1ccccc1,101,-0.1,95,114,96,1,77,96
CC(=O)c1ccc(OCCCCCCCOc2ccc(C(C)=O)cc2)cc1,94,0.1,91,85,103,-1,97,102
COC(=O)c1sccc1NC(=O)CSc1cc(Cl)ccc1Cl,93,0.0,108,111,109,-3,108,100

13 structures from above, arranged by molar mass, highest first:
molecule,CR mimetic SO,Efflux pump mplx,AGP1 TOR yeast,LAP4-GFP MLPCN,MEP2-GFP yeast,AHR activator,CIT2 TOR yeast,RPL19A-GFP yeast
Cc1c(Cc2ccccc2)c(=O)oc2c(C)c(OC(C)C(=O)NCC3CCC(C(=O)O)CC3)ccc12 (stereo not drawn),104,-0.2,105,109,100,0,99,100
Cc1cc(C)c(C)c(S(=O)(=O)N2CCN(CC(=O)Nc3sccc3C#N)CC2)c1C,96,-0.3,93,95,106,2,92,90
CCN(CC(=O)Nc1c(F)cccc1F)C(=O)CCCNC(=O)c1ccc(Cl)cc1,103,-0.1,94,95,94,-2,99,90
CCCc1cc(Nc2c(C)n(C)n(-c3ccccc3)c2=O)n2c(nc3ccccc32)c1C#N,89,0.1,95,103,121,6,90,93
Cc1[nH][nH]c(=O)c1C(c1ccc(-c2ccccc2C(=O)O)o1)c1c(C)[nH][nH]c1=O,102,0.0,.,100,95,2,91,93
COc1ccc(C2CC(C)(c3ccc(OC)cc3)Nc3ccccc3N2)cc1 (stereo not drawn),95,-0.1,101,107,96,5,93,97
Cc1ccccc1NC(=O)C1CCCN(C(=O)Nc2ccc(F)cc2)C1 (stereo not drawn),96,0.1,107,105,103,0,105,104
Cc1cc(N2CCC(C)CC2)nc(-c2ccccc2O)n1,91,0.1,99,100,96,8,100,99
Cc1ccc(CONC(=O)c2ccccc2)cc1,100,0.1,99,112,99,0,90,96
Cn1c(CO)cnc1SCc1ccccc1,114,0.1,100,92,96,0,92,99
O=C(N/N=C/c1ccccn1)c1cccs1,121,-0.1,104,97,103,5,104,109
O=C(O)c1ccc2ccc3ccccc3c2c1,78,0.0,104,139,205*,-2,110,91
Nc1nnc(/C=C/c2ccccc2)s1,100,-0.1,97,111,107,1,95,99

(listing goes on)
molecule,CR mimetic SO,Efflux pump mplx,AGP1 TOR yeast,LAP4-GFP MLPCN,MEP2-GFP yeast,AHR activator,CIT2 TOR yeast,RPL19A-GFP yeast
Cc1ccc(NC(=O)CN(C)C(=O)c2ccc(Sc3nncn3C)c([N+](=O)[O-])c2)cc1,92,-0.2,100,113,114,3,100,98
CC1Oc2ccccc2N(CC(=O)c2ccc(F)cc2)C1=O (stereo not drawn),93,1.1*,109,107,102,1,101,104
O=C(c1cnn(-c2ccccc2)c1-n1cccc1)N1CCN(C2CCCCC2)CC1,107,-0.2,104,103,102,-1,103,101
Cc1ccc(SC(C)C(=O)NCCC2=CCCCC2)cc1 (stereo not drawn),86,-0.1,106,91,101,1,100,100
COC(=O)C1=C(C)N(c2ccc(C)c(C)c2)/C(=C/c2ccc(O)cc2)C1=O,91,0.0,102,112,106,0,99,105
COC(=O)c1ccc(=O)n(CC(=O)c2ccc(Cl)cc2)c1,93,-0.1,104,96,102,-3,98,99
O=C1CN(C(=O)c2ccc(Cl)nc2)c2ccccc2N1,109,-0.1,108,99,103,-1,111,112
COc1cc(CC(=O)N(CC(C)C)C2CCS(=O)(=O)C2)cc(OC)c1OC (stereo not drawn),116,0.0,102,92,93,1,110,103

Rows were taken by chance, and some 3.9% of all compounds hit somewhere here.
